# Compound activity as filed in PubChem.
# CHO-K1 Ca PAM – nonselective activator or artifact in parental CHO-K1 calcium assay; activation, % at 3 µM; ATP EC20, Fluo-8 calcium fluorescence; 0% at ATP EC20, 100% at ATP max; hit rate 0.02% among 360,000; AID 602247;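 active = activation above the run cutoff, the mean activation of all test compounds plus 3 SD, cut at about 40% in these data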;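 also: peak over basal fluorescence ratio in a 140 s read after ATP addition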
# GPR7 antag – antagonists of human GPR7 (neuropeptides B/W receptor 1); GPR7-expressing cells, fluorescence antagonist assay; hit rate 1.1% among 290,000; AID 1861; inhibition, % at 4.4 µM; P48145; in the data active = inhibition above about 16%, passing the limit was not always enough;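 also: cells stimulated with the agonist NPW; 0% = agonist with vehicle and 100% = vehicle without agonist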
# OXTR ag – activates the human oxytocin receptor | P30559 | CHO-OTR cells, Fluo-8 calcium fluorescence; normalized: DMSO 0%, oxytocin 100% | activation, % at 3 µM | hit rate 0.32% among 320,000 | AID 2435;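 active = activation above the mean of all tested compounds plus 3 SD, cutoff set per screening run, cut at about 20% in these data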;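 also: peak over basal fluorescence ratio from a 100 s FLIPR kinetic read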
# Target sequence (P30559 whole entry, looked up): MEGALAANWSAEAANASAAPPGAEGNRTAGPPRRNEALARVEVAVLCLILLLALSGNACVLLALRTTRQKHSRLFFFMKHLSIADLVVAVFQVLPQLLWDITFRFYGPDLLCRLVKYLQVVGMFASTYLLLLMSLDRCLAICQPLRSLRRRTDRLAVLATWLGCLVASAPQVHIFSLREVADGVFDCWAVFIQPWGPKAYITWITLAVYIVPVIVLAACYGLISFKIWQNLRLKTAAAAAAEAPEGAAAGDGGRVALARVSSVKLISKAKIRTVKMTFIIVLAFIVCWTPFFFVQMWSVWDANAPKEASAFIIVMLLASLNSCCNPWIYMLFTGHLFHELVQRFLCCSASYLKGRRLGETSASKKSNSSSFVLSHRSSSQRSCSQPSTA
# CHO-K1 Ca antag – M1 antagonist counterscreen hit in parental CHO-K1 cells. ATP-induced calcium, Fluo-8 fluorescence. inhibition, % at 3 µM. hit rate 0.6% among 360,000. AID 602250;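 active = inhibition above a per-plate cutoff, the plate's mean sample inhibition plus 3 SD, cut at about 24% in these data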;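 also: 0% = DMSO plus EC80 ATP and 100% = DMSO alone without ATP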
# OXTR potentiator – human OXTR potentiation; P30559; CHO-OTR cells, Fluo-8 calcium fluorescence, potentiator mode; 0% = oxytocin EC15, 100% = EC100; activation, % at 3 µM; hit rate 0.061% among 320,000;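 active = activation above that plate's cutoff, the mean activation of tested compounds plus 3 SD, cut at about 6.6% in these data, passing the limit was not always enough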;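 also: 100% uses oxytocin at 75 nM as the full agonist control; some results filed as inactive read as strong as hits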
#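 assay system = CHO-OTR cells, human receptor | schedule = compound 6 min at room temperature before oxytocin, 100 s read | detection = Fluo-8 intracellular calcium fluorescence, ex 470-495, em 515-575 nm | evaluation = normalized max/min fluorescence ratio, % activation | control set = EC15 oxytocin alone as 0%, 75 nM oxytocin (EC100) as 100%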
# V1aR counter – counter-screen for oxytocin receptor agonists: human V1a receptor agonists; P37288; CHO-V1R cells, Fluo-8 calcium fluorescence, agonist mode; 0% DMSO, 100% 3 nM vasopressin; activation, % at 3 µM; hit rate 0.25% among 320,000;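 active = activation above the mean activation of all tested compounds plus 3 SD, per screening run, cut at about 20% in these data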;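 also: signal is peak over basal fluorescence ratio across a 100 second FLIPR read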
# Target sequence (P37288 whole entry, looked up): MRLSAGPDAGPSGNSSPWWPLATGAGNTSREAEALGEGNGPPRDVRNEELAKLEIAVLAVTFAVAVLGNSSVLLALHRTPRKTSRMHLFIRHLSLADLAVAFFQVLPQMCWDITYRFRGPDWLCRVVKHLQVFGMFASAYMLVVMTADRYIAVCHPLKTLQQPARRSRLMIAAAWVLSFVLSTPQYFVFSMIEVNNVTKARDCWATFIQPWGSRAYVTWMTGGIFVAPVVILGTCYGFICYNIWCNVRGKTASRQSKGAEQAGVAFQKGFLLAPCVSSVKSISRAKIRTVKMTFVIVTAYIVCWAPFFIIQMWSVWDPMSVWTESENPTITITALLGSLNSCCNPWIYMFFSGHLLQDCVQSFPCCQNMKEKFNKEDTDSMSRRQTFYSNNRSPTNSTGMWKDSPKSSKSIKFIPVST
# TAAR1 antagonist – antagonists of human TAAR1. Q96RJ0. CHO RD-HGA16 TAAR1, Fluo-8 calcium fluorescence, antagonist. inhibition, % at 3 µM. hit rate 1.5% among 360,000;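 active = inhibition above a per-plate cutoff, the mean inhibition of test compounds on that plate plus 3 SD, cut at about 49% in these data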;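 also: 0% = DMSO plus EC80 beta-PEA response and 100% = DMSO alone without agonist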
#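 Test system: RD-HGA16 CHO cells with stable hTAAR1 and Gα16 / Probe or stimulus: EC80 β-phenethylamine stimulus / Times: seeding 17-24 h prior, 75-min 37 °C, 30-min RT dye loading / Detection: Fluo-8 calcium-sensitive fluorescence / Read-out basis: % inhibition scaled between DMSO and EC80 PEA controls / Repeats: singlicate, one well per test compound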
# CHO parental Ca – signal in parental CHO cells, OX1R antagonist counter-screen; hit rate 0.63% among 330,000; parental CHO-K1, ATP-induced calcium, Fluo-8 fluorescence; inhibition, % at 5.6 µM; AID 463079;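 active = inhibition above that plate's mean sample inhibition plus 3 SD, cut at about 26% in these data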;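 also: 0% = ATP-challenged DMSO wells and 100% = DMSO wells without ATP; some compounds past the cut are filed as inactive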
#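 material = parental CHO cells | also added = ATP as calcium-mobilizing challenge | dosing = single point at 5.6 µM | detection = intracellular calcium via Fluo-8 no-wash fluorescent dye | read-out = % inhibition | benchmarks = low control ATP plus DMSO, high control DMSO only | repeats = one well per compound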
# CHO-K1 Ca ag – M1 agonist counterscreen hit in parental CHO-K1 cells; Fluo-8 calcium fluorescence; scaled to maximal ATP response, vehicle zero; activation, % at 3 µM; hit rate 0.48% among 360,000; in the data active = activation above about 15%;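 also: untransfected CHO-K1 host cells lacking M1 receptor as counterscreen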
# Starred values were filed as active, the others as inactive; . = no result given.
Molecule	CHO parental Ca	OXTR potentiator	CHO-K1 Ca antag	TAAR1 antagonist	CHO-K1 Ca ag	V1aR counter	CHO-K1 Ca PAM	GPR7 antag	OXTR ag
CC(NC(=O)c1cccc(N2CCCC2=O)c1)c1ccc2c(c1)OCCO2 (stereo not drawn)	-17	0	-15	-24	-0.6	-0.3	12	4	-1.8
CCOC(=O)c1c(NC(=O)CS(=O)(=O)c2cn(CC)c3ccccc23)sc2c1CCCC2	-3	-3	0	3	0.8	0.9	7	-14	-1.9
CCC(CC)c1nnc(NC(=O)C2CC(=O)N(C3CCCC3)C2)s1 (stereo not drawn)	-3	-5	-9	-4	0.4	2.2	21	-4	1.6
COC(=O)c1ccc2cc(C)cc(C)c2n1	.	.	13	-8	-0.4	.	9	.	.
O=C(O)CCn1cc(/C=C/C(=O)c2ccc(Cl)cc2)c(-c2cccc(Br)c2)n1	11	-3	-13	18	0.9	3.0	-26	-5	1.6
NC(=NC1CCCCC1)NS(=O)(=O)c1ccccc1	3	-3	7	-17	-0.4	0.1	-4	-10	0.2
COc1ccc(C(=O)Nc2nnc(Cc3ccc(OC)c(OC)c3)s2)cc1	-16	-18	12	-18	0.5	3.6	-18	15	-0.2
CN1C(=O)CC(N2CCN(CC(N)=O)CC2)C1=O (stereo not drawn)	-9	-14	-11	2	0.6	0.1	12	-8	-0.2
COc1ccc(-c2cc(C)no2)cc1S(=O)(=O)NCCCN1CCN(c2ccccc2)CC1	-9	-15	-1	-14	7.9	4.2	-25	2	3.2
CCn1c(CN2CCCCC2)nc2cc(S(=O)(=O)N3CCCCC3)ccc21	-14	1	6	8	-1.0	-0.4	4	.	9.6
CCC(=O)Nc1ccc(N2CCN(C(=O)c3ccccc3C)CC2)cc1	-1	-7	-6	18	-0.2	0.1	18	-4	1.4
Cc1nc(-c2ccc(NC(=O)Cc3ccccc3)cc2)cs1	-3	-7	-4	-10	0.0	1.9	10	-1	-0.9
O=C(N/N=C1\SCC(=O)N1CCc1ccccc1)c1cccs1	-4	-4	-2	-9	0.5	0.6	12	0	-0.3
CCOc1ccc(-c2cc3cc(OC)c(OC)cc3c(C)n2)cc1	-28	-11	1	-1	-0.1	-0.8	9	-4	-1.0
O=C(NCCCNC(=O)c1ccccn1)c1ccc(Cl)cc1	-3	-9	-7	8	-0.1	0.9	-1	1	-0.3
Cn1c(=O)c2c(ncn2CC(=O)OCC(=O)Nc2ccccc2Cl)n(C)c1=O	-6	-1	-9	-1	1.5	0.5	7	-9	1.7
COc1ccc(-c2noc(=O)n2Cc2cc(C)ccc2C)cc1	-15	0	-17	27	0.9	-1.6	16	-4	-2.7
CC(=O)Nc1ccc(NC(=O)C(=O)NCC(c2ccco2)N2CCc3ccccc32)cc1 (stereo not drawn)	-20	-8	6	-1	-0.3	0.2	4	.	-1.5
NC(=O)C1CCN(CC(O)CSc2ccc(F)cc2)CC1 (stereo not drawn)	-3	-11	-19	.	1.8	0.4	13	-2	0.1
O=c1nc(C(F)(F)F)nc2ccccn12	-2	2	-1	-4	0.1	0.8	1	0	0.8
O=C(NC1CCCC1)C(c1ccccc1)N(Cc1cccnc1)C(=O)Cc1cccs1 (stereo not drawn)	-11	2	-12	-23	2.7	-0.2	6	2	-0.3
Cc1c(NC(=O)COC(=O)/C=C/c2cccc(Cl)c2)c(=O)n(-c2ccccc2)n1C	-20	1	-9	-11	0.6	0.5	18	.	-1.3
CC(OC(=O)c1ccco1)C(=O)Nc1ncc(Cl)cc1Cl (stereo not drawn)	2	-5	2	-18	3.0	0.1	2	.	-1.2
CCOC(=O)CC1=NC(=O)CS1	0	-3	14	2	-0.3	1.3	-1	-4	0.3
CCCCn1c(N)c(N(CC)C(=O)c2ccc(-c3ccc(Cl)cc3)o2)c(=O)[nH]c1=O	-20	12*	-23	-6	0.8	0.0	16	.	-0.1

# Random excerpt: 2 entries already listed.
Molecule	CHO parental Ca	OXTR potentiator	CHO-K1 Ca antag	TAAR1 antagonist	CHO-K1 Ca ag	V1aR counter	CHO-K1 Ca PAM	GPR7 antag	OXTR ag
O=C(N/N=C1\SCC(=O)N1CCc1ccccc1)c1cccs1	-4	-4	-2	-9	0.5	0.6	12	0	-0.3
CCOC(=O)CC1=NC(=O)CS1	0	-3	14	2	-0.3	1.3	-1	-4	0.3

# The list goes on.
Molecule	CHO parental Ca	OXTR potentiator	CHO-K1 Ca antag	TAAR1 antagonist	CHO-K1 Ca ag	V1aR counter	CHO-K1 Ca PAM	GPR7 antag	OXTR ag
CNC(=S)N/N=C/c1ccccc1Cl	-11	-1	-3	-3	0.3	-0.6	16	-5	-2.2
COc1ccc(C2CC(c3ccc([N+](=O)[O-])cc3)=NN2C(=O)c2ccccc2)cc1OC (stereo not drawn)	-5	-7	1	5	0.4	1.3	12	1	0.6
CCCCn1c(N)c(N(CCOC)C(=O)c2cc3c(s2)CCCCC3)c(=O)[nH]c1=O	-15	-1	1	-23	0.1	0.0	5	.	-0.3
Cc1c(CCC(=O)N2CCC(C(=O)O)CC2)c(=O)oc2cc3oc4c(c3cc12)CCCC4	-15	2	-13	-4	0.1	1.3	7	1	1.1
Oc1ccc(Cl)cc1Nc1nc(NCC2CCCO2)c2ccccc2n1 (stereo not drawn)	-9	-14	-2	57*	5.0	1.5	3	.	2.4
COc1ccc(-c2nc3c4ccccc4ccn3c2CN2CCCCC2)cc1OC	-16	-1	-13	-1	0.8	-0.9	21	-22	-2.8
CCC1(COC(=O)Nc2cccc(Cl)c2)COC1	-7	-15	0	-7	1.8	5.3	12	-6	2.6
COc1ccc(C(=O)N2CCCC(C(=O)N3CCCCCC3)C2)cc1 (stereo not drawn)	-6	7	-1	4	0.2	0.3	14	4	0.8
CCCCCCN(C(=O)CCCN1C(=O)NC(c2ccc([N+](=O)[O-])cc2)C(C(=O)OCc2ccccc2)=C1C)C(C)C(=O)NCCCC (stereo not drawn)	-15	.	-16	.	2.1	.	15	.	.
Cc1nc(N)sc1C(=O)N/N=C/c1ccccc1[N+](=O)[O-]	-10	-11	-7	3	0.4	-1.1	10	8	-2.1
CCc1nnc(NC(=O)CSc2ccc(-c3cccs3)nn2)s1	-9	0	-7	-14	0.4	0.7	1	1	-1.3
COC(=O)C1=C(C)NC2=C(C(=O)C(C(=O)OC)C(c3ccc(OC)cc3)C2)C1c1ccccn1 (stereo not drawn)	-10	-3	-7	22	0.8	-0.9	14	19	0.2
Cc1c(CCNC=O)cc(C)c2c3c(oc12)CCCC3	.	.	-16	-13	-0.3	.	10	.	.
Cc1ccccc1OCC(=O)NN1Cc2ccccc2C1=N	-21	-16	-1	5	-0.5	1.9	14	15	-0.1
CC(C)NC(=S)NCc1cccs1	3	-11	-16	-6	0.6	-0.5	20	-21	-0.2
CCOc1ccc(-c2cncc3nccn23)cc1	.	.	-2	-5	0.2	.	-10	.	.
CC(=NNC(=S)Nc1cccc(C)c1)c1ccccn1	.	.	-9	-8	-0.2	.	4	.	.
Cc1ccccc1NS(=O)(=O)c1cc(C(=O)Nc2ccccc2-c2ccccc2)ccc1Cl	-12	-6	11	0	-0.4	1.5	-9	0	-0.3
COC(=O)c1ccccc1NC(=O)COc1ccccc1	-25	-1	-14	4	0.3	-1.4	18	-16	-1.5
Cc1csc(NC(=O)C(C)N2C(=O)c3ccccc3S2(=O)=O)n1 (stereo not drawn)	2	-2	-14	1	0.9	1.0	27	-2	1.2
COc1ccc([C@@H]2CC=C(C(=O)O)CN2S(=O)(=O)c2ccc(Cl)cc2)cc1	-11	-7	-8	13	0.3	-0.1	13	.	-0.1
CCC(C)(C)n1nnnc1C(c1cc2ccc(OC)cc2[nH]c1=O)N1CCc2ccccc21 (stereo not drawn)	-22	-10	-12	15	1.4	-1.2	18	-11	-1.4
COc1ccc(C2CC(c3ccc4ccccc4c3OC(C)=O)=NN2C(C)=O)cc1 (stereo not drawn)	-16	-7	-11	-18	3.3	-0.4	15	-10	-2.8
O=C(CSc1nnc(-c2c[nH]c3ccccc23)o1)NCC1CCCO1 (stereo not drawn)	-5	2	-10	16	0.1	0.6	2	.	2.7
Cc1cc(NS(=O)(=O)c2ccccc2)c(C)c(Cl)c1O	-6	-9	5	8	8.1	16	9	.	18
Cc1noc(C)c1NC(=O)N(C)C[C@@H]1Oc2cc(Br)ccc2S(=O)(=O)N([C@@H](C)CO)C[C@H]1C	.	.	-9	-7	0.2	.	8	.	.
CCOC(=O)N1CCN(C(=O)c2ccc3c(=O)n4c(nc3c2)CCCCC4)CC1	-6	-8	.	-22	.	-0.1	.	3	-1.3
Nc1cc(=O)[nH]c(=O)n1CCc1ccccc1	-1	-5	-13	-7	2.0	-0.3	20	-1	0.5
CCOC(=O)c1ccc(N2Cc3ccccc3C2)cc1O	-12	-2	-7	-14	0.2	0.2	6	14	1.0
Cc1ccc(-c2cc(C(F)F)n3ncc(C(=O)Nc4c(C)nn(Cc5ccccc5Cl)c4C)c3n2)cc1	-3	-6	-1	-10	0.1	-0.1	11	4	-0.8
Cc1ccccc1OCc1nc(-c2ccc(Br)o2)no1	-1	-4	21	18	-0.3	0.0	1	-1	-0.7
COCCC(=O)N1CCC(Oc2ccc(C(=O)NC(C)CCn3cccn3)cc2)CC1 (stereo not drawn)	.	.	11	-12	0.5	.	-14	-6	.
O=C(CCS(=O)(=O)c1cccc2nonc12)N1CCN(c2ccc(F)cc2)CC1	-3	-6	-12	11	0.6	0.5	16	-3	2.5
COC(=O)c1c(NC(=S)NC(=O)c2ccco2)sc2c1CCCC2	-4	-7	0	-4	0.2	0.8	9	-8	1.2
COc1ccc(CCN2CC(C(=O)N(C)CCn3nc(C)cc3C)CCC2=O)cc1 (stereo not drawn)	-18	-1	-10	-25	0.6	0.5	-2	-15	0.0
CCOc1ccc(C(=O)CCC(=O)Nc2ccc(C)c(S(=O)(=O)N3CCCCC3)c2)cc1	.	.	0	-1	0.9	.	-3	.	.
Cc1c(C(=O)N(C)C)sc2nc(-c3ccccn3)[nH]c(=O)c12	-9	-17	12	-19	0.4	-0.6	-8	1	-0.1
O=C(Nc1cccc(Cl)c1)C1CCCN(c2cnccn2)C1 (stereo not drawn)	-24	-10	-11	-4	2.7	3.0	13	-19	2.4
O=C(NC(=S)Nc1ccc(CN2CCOCC2)cc1)c1ccc(-c2ccc(Br)cc2)o1	-7	-1	.	.	.	1.1	.	-17	0.7
CC(=O)Nc1ccc(NC(=O)CCCc2ccccc2)cc1	-12	-3	-3	.	0.5	0.0	9	-15	-0.3

# Hits appear at their usual frequency; about 3.5% have a hit in one of these screens.
